DAGLB inhibitor: blocks human DAGLB lipase activity; Q8NCG7; HEK293T DAGLB membrane lysate, EnzChek fluorogenic substrate; inhibition, % at 5.17 µM; actives 0.059% (n = 340,000); AID 504411; in the data active = inhibition above about 34%;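 also: 0% = enzyme with vehicle and 100% = wells lacking enzyme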
Target sequence (Q8NCG7 whole entry, looked up): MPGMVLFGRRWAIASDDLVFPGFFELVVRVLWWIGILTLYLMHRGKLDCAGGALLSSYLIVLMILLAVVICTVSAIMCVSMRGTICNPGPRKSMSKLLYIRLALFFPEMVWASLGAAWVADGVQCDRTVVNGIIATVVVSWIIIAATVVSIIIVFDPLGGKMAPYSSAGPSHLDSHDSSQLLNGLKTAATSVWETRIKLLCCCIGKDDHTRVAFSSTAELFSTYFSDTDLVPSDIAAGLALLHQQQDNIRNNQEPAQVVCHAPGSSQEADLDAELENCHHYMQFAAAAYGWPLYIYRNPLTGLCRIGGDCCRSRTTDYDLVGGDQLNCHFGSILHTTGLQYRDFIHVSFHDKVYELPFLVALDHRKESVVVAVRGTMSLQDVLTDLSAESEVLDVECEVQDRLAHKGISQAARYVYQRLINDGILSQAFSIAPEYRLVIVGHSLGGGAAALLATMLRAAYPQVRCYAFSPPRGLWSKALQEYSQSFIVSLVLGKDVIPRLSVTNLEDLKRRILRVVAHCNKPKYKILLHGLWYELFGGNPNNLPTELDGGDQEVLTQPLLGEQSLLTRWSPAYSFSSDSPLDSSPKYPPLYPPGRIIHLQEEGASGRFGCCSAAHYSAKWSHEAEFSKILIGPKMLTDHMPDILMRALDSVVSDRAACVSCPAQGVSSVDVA
SR-BI DiI-HDL act: enhances SR-BI lipid uptake from DiI-HDL. CHO ldlA[mSR-BI] cells, DiI-HDL uptake fluorescence, 3 h; 100 = double the neutral-control signal. activation, % at 12.5 µM. actives 0.096% (n = 320,000);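 active = mean replicate activation of at least 60% and every replicate at or above 60%; inconclusive = mean or all-replicate condition met, but not both; inactive = mean below 60% and not all replicates reaching 60%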;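 also: 0% = median plate neutral-control signal and 100% = twice that signal; values of inactives mirror those of a sister screen read the other way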
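System: LDL receptor-deficient CHO ldlA cells overexpressing murine SR-BI | Timing: 3 h uptake period with compound, 37 °C | Medium: HEPES-buffered (25 mM, pH 7.4) F12 plus 0.5% BSA | Dosing: Single-point compound dose | Signal: Bottom-read fluorescence, 550/595 nm | Read-out: Retained DiI signal reflecting DiI-HDL uptake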
SR-BI HDL uptake: inhibitors of mouse SR-BI mediated HDL lipid uptake; Q61009; ldlA[mSR-BI] CHO cells, DiI-HDL uptake fluorescence, 3 h; inhibition, % at 12.5 µM; actives 0.96% (n = 320,000); AID 488896;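 active = mean replicate inhibition of at least 70% and a set share of replicates each scoring 70 or more; inconclusive = meets just one of the two criteria; inactive = fails both criteria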;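 also: 0% = median of neutral control wells and 100% = median of positive control wells; values of inactives mirror those of a sister screen read the other way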
PKA-R2B activ: activators of human PKA-R2B complex. P22694+P31323. PKA-R2B holoenzyme dissociation, Cy5-IP20 fluorescence polarization; R2B truncated from residue 108, S112A mutant; 0% DMSO only, 100% 113 µM cGMP. activation, % at 11.4 µM. actives 0.079% (n = 340,000);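 active = activation above a cutoff set at the mean over all compounds plus 3 SD, cut at about 18% in these data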;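 also: higher means more holoenzyme dissociation and a rise in polarization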
Target sequence (P31323 whole entry, looked up, other chains not shown, the tested form may be a part): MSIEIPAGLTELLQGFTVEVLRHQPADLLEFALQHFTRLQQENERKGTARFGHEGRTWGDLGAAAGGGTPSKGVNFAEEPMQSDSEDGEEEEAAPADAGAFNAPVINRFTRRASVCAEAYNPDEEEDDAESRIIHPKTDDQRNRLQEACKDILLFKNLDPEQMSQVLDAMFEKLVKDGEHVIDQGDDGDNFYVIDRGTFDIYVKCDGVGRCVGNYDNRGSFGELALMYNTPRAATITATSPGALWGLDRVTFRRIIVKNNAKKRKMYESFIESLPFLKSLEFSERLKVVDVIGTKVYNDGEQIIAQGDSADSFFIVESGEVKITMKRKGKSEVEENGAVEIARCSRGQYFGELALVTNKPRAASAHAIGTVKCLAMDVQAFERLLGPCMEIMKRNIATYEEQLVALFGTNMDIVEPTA
NSD2 inh: blocks human histone methyltransferase NSD2. NSD2 peptide methylation, AlphaScreen, 120 min. inhibition, % at 12.5 µM. actives 0.54% (n = 310,000). AID 743445; in the data active = inhibition above about 50%
Arr AP2 block: inhibitors of human beta-arrestin and AP2 interaction. FITC-arrestin peptide / GST-AP2 beads, flow cytometry; AP2 beta2 appendage carries R879A mutation. actives 0.31% (n = 340,000). inhibition, % at 10 µM;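 active = inhibition above a set limit, near 3 SD of compounds lacking own fluorescence, cut at about 54% in these data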;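 also: plate controls were DMSO wells for no effect and 5 µM unlabelled arrestin peptide for full effect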
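test system = AP2 appendage R879A on GSH beads | buffer or medium = PBS plus Tween 20 (0.05%) and BSA (0.1%) | incubation = 12 min plus 1 h, RT | detection = bead flow cytometry, FITC channel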
Cardiac RTF inh: cardiac RTF calcium desensitization. P19429+P45379. IANBD-labeled cardiac RTF, Ca2+ fluorescence. inhibition, % at 7.15 µM. actives 0.12% (n = 340,000);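 active = inhibition above the mean inhibition of all tested compounds plus 3 SD, cut at about 17% in these data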;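 also: assay run at fixed EC70 calcium of 1.6 mM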
C-LANA FP: blocks KSHV LANA C-terminal domain binding to DNA. MBP-C-LANA/FAM-LBS DNA binding, fluorescence polarization. inhibition, % at 9 µM. actives 0.078% (n = 340,000). AID 504423;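 active = highest replicate inhibition at or above 60% at 9 µM, even if other replicates fall short; inactive = all replicates below 60% inhibition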;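 also: 0% = neutral control wells and 100% = 4 µM acridine orange control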
Keap1-Nrf2 PPI: inhibitors of human Keap1-Nrf2 protein-protein interaction; Q14145; Keap1 Kelch-Nrf2 peptide fluorescence polarization, 1536-well; inhibition, % at 9.4 µM; actives 0.15% (n = 340,000); in the data active = inhibition above about 12%; inconclusive = no clear call, values can overlap the other calls; inactive = below about 7.3%;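 also: human Keap1 Kelch domain with fluorescein labeled Nrf2 9mer peptide probe; 0% = neutral control wells and 100% = peptide positive control; higher means more block of Keap1 binding to Nrf2 peptide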
PvdQ inh: blocks Pseudomonas aeruginosa PvdQ acylase activity; purified PvdQ acylase, fluorescence plate reader; inhibition, % at 10 µM; actives 0.063% (n = 340,000); AID 488965; in the data active = inhibition above about 30%, passing the limit was not always enough; inconclusive = no clear call, values can overlap the other calls;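 also: 0% = vehicle neutral wells and 100% = reference inhibitor wells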
Active calls of the source: *; u = inconclusive; x = no result given.

SMILES | DAGLB inhibitor | SR-BI DiI-HDL act | SR-BI HDL uptake | PKA-R2B activ | NSD2 inh | Arr AP2 block | Cardiac RTF inh | C-LANA FP | Keap1-Nrf2 PPI | PvdQ inh
COc1cc(OC)c(C(=O)OCC(=O)Nc2c(C)n(C)n(-c3ccccc3)c2=O)cc1OC | 2 | u | -188 | 7 | 0 | 32 | -1 | 0.6 | -1 | -5
O=C(CCN1C(=O)[C@@H]2Cc3ccccc3CN2C1=O)N[C@@H](C(=O)O)c1ccccc1 | -1 | 46 | -46 | 0 | x | -3 | -4 | 0.1 | 1 | 2
CC1CCCCC1NS(=O)(=O)CCNC(=O)c1ccccc1 (centres undefined) | -2 | 9 | -9 | -7 | -2 | -2 | 1 | 1.1 | -1 | -22
C=CCN1CCN(C(=O)c2cc3c(s2)CCCC3)CC1 | -4 | -4 | 4 | 2 | 1 | 18 | 0 | 0.4 | 2 | 9
O=c1ccc2cc(S(=O)(=O)Nc3ccc(F)cc3)ccc2o1 | -1 | -17 | 17 | -15 | 32 | -5 | 5 | 0.4 | -3 | -4
COc1cc(/C=N/NC(=O)c2cccc(NC(=O)c3ccccc3C)c2)ccc1O | 0 | x | x | -2 | 10 | -4 | -29 | -0.5 | 0 | -2
N#CCSc1nnc(-c2ccc3c(c2)OCO3)o1 | -3 | 7 | -7 | -1 | 3 | -2 | 4 | -1.2 | -1 | -7
COc1ccc(CCNC(=O)COC(=O)c2cccs2)cc1 | -3 | 6 | -6 | 5 | -1 | 0 | -4 | 0.8 | 5 | -8
CCCc1cc(=O)[nH]c(SCC(=O)NN(c2ccccc2)c2ccccc2)n1 | 2 | 4 | -4 | -5 | -3 | -7 | -1 | -1.6 | 0 | -6
O=C1CC(=O)C(n2cncn2)C(c2cccc(Cl)c2)C1 (centres undefined) | 1 | -11 | 11 | 1 | 0 | -2 | -1 | 3.2 | 2 | -10
COC(=O)c1ccccc1NC(=O)c1ccc(NS(C)(=O)=O)cc1 | -2 | x | 27 | 12 | 3 | 4 | -3 | -1.5 | -9 | -12
Cc1ccc(O)c(CNn2cnnc2)c1 | 5 | 0 | 0 | 4 | -2 | 7 | -6 | 1.3 | 3 | -7
Cn1nc(C(C)(C)C)c([N+](=O)[O-])c1C(=O)Nc1ccc(Br)cc1 | -7 | -33 | 33 | -4 | 1 | 35 | -1 | -1.3 | 2 | 13
Cc1ccccc1OCC(=O)N(Cc1ccc(N(C)C)cc1)C1CCS(=O)(=O)C1 (centres undefined) | -1 | 1 | -1 | 11 | 4 | 44 | 1 | 0.5 | 8 | -3
CCOc1ccc(N2CC(C(=O)Nc3ccccc3C(=O)NC3CC3)CC2=O)cc1 (centres undefined) | -5 | -39 | 39 | 4 | 9 | 6 | -2 | -2.2 | 6 | 0
C=CC[C@]12CCc3sccc3C1N(c1ccc(C(=O)OCC)cc1)C2=O (some centres undefined) | -10 | -41 | 41 | -4 | x | 33 | 3 | 0.3 | 1 | 7
O=C(O)CSc1ncnc2sc3c(c12)CCC3 | -2 | 23 | -23 | -6 | 2 | 1 | -8 | -1.0 | -4 | -6
O=C(Oc1c(-c2ccccc2Cl)oc2ccccc2c1=O)c1ccc(Cl)cc1 | -10 | -4 | 4 | -2 | -1 | 5 | -11 | 2.2 | 2 | -12
CCN1CCN(S(=O)(=O)c2ccc(Cl)c(C(=O)N(CC)CC(=O)Nc3ccc(OC)cc3)c2)CC1 | 0 | -5 | 5 | 11 | -3 | 1 | 3 | -3.4 | -2 | -14
Cc1ccc(C(=O)NC2CC(C)(C)NC(C)(C)C2)cc1S(=O)(=O)N1CCCCC1 | 1 | 13 | -13 | -5 | -1 | -8 | -6 | 0.4 | -5 | -12

The last two entries of the section before are carried over, then new ones follow:
SMILES | DAGLB inhibitor | SR-BI DiI-HDL act | SR-BI HDL uptake | PKA-R2B activ | NSD2 inh | Arr AP2 block | Cardiac RTF inh | C-LANA FP | Keap1-Nrf2 PPI | PvdQ inh
CCN1CCN(S(=O)(=O)c2ccc(Cl)c(C(=O)N(CC)CC(=O)Nc3ccc(OC)cc3)c2)CC1 | 0 | -5 | 5 | 11 | -3 | 1 | 3 | -3.4 | -2 | -14
Cc1ccc(C(=O)NC2CC(C)(C)NC(C)(C)C2)cc1S(=O)(=O)N1CCCCC1 | 1 | 13 | -13 | -5 | -1 | -8 | -6 | 0.4 | -5 | -12
CC(=O)Nc1nnc(CCS(=O)(=O)c2ccc(Cl)cc2)s1 | -1 | 34 | -34 | -5 | -1 | x | 4 | 4.2 | -1 | -4
Cn1ncc2c(NNC(=O)c3ccc(Cl)cc3Cl)ncnc21 | -1 | 21 | -21 | 15 | -1 | -11 | -9 | -1.1 | -1 | 15
COC(=O)c1ccc(-c2ccc(/C=N/NC(=O)Cc3nnc(N)s3)o2)cc1 | 3 | x | x | -8 | 2 | 5 | -13 | 0.1 | 0 | -13
CCc1ccc(CNC(=O)C2CCN(S(=O)(=O)N3CC(C)CC(C)C3)CC2)cc1 (centres undefined) | -2 | -39 | 39 | -6 | -6 | -7 | 6 | 0.3 | 1 | -9
NC(=Nc1ccc(N)cc1)C(N)=Nc1ccc(N)cc1 | -2 | -7 | 7 | -5 | 4 | 7 | -8 | -2.6 | -5 | -1
Cc1cccc(C(=O)NNC(=O)c2ccc(-c3ccccc3)cc2)c1 | 4 | -80 | 80* | 3 | -6 | 3 | 7 | 1.0 | -2 | 8
CCCCN(Cc1ccccc1)C(=O)CCN1C(=O)C2C3C=CC(C3)C2C1=O (centres undefined) | 0 | 15 | -15 | -2 | 2 | 24 | 11 | 0.1 | -4 | 0
Cc1[nH]c(=O)c(C#N)c(C)c1[N+](=O)[O-] | -1 | x | x | -8 | -4 | -5 | -1 | 0.2 | -2 | -3
O=C(NNC(=O)c1cc(Br)c(Br)s1)c1ccncc1 | 1 | -5 | 5 | -1 | 2 | -4 | -3 | 0.3 | 0 | -13
CCOCCCNCc1ccc(OCc2ccc(F)cc2)c(OC)c1 | 2 | -2 | 2 | -3 | x | 17 | -7 | -2.6 | -4 | -11
COc1ccc(CC(=O)N/N=C/c2cccn2-c2ccc([N+](=O)[O-])cc2)cc1OC | 0 | -62 | 62 | 9 | 3 | -1 | -5 | 0.1 | -2 | 13
CC(=O)c1ccc(NC(=O)C(C)Sc2nnc(C3CC3)n2C2CC2)cc1 (centres undefined) | -2 | -76 | 76* | -8 | 1 | 17 | 0 | -2.4 | 2 | 0
CC(NC(=O)CSc1ccccc1)c1ccccc1 (centres undefined) | -2 | 6 | -6 | -3 | -1 | 5 | -6 | -0.2 | -3 | -16
CC(CN1CCN(CC(C)C(=O)c2ccccc2)CC1)C(=O)c1ccccc1 (centres undefined) | -1 | 4 | -4 | 3 | 3 | 5 | -7 | 1.2 | 0 | -14
C=CCSc1nc2sc(-c3ccccc3)cc2c(=O)n1N | -8 | -17 | 17 | -2 | 0 | 9 | -10 | -2.0 | -4 | -4
COCCNC(=O)c1cccc(OC2CCN(Cc3cccc(C(C)=O)c3)CC2)c1 | -3 | -7 | 7 | 7 | x | -17 | 1 | 0.2 | 0 | -15
CCOC(=O)Cn1c(=O)c2c(nc3n2CC(C)CN3Cc2ccccc2)n(C)c1=O (centres undefined) | 0 | 0 | 0 | -10 | 1 | 4 | -1 | -0.8 | -4 | 0
CCCC12CN3CCN(CC(C3)/C1=N\NC(=O)c1ccccc1N)C2 | 1 | -7 | 7 | -7 | -5 | -10 | -7 | 0.2 | 4 | -1
COC(=O)Cn1cnc2c(nnn2-c2ccc(C)cc2)c1=O | -2 | 8 | -8 | 11 | 1 | -14 | -2 | 0.1 | 1 | -4
CCCCOC(=O)Nc1ccc(C(=O)OCCC)cc1 | -14 | -17 | 17 | -8 | -2 | 4 | 3 | -0.5 | -1 | -7
Cc1ccc(-c2nc(CN3CCCC(C(=O)N4CCOCC4)C3)c(C)o2)cc1 (centres undefined) | -2 | -1 | 1 | 0 | 0 | 19 | -1 | -1.7 | 0 | 2
CCc1nc2ccccc2n1CC(C)C(=O)O (centres undefined) | -2 | 22 | -22 | -9 | -1 | 19 | 3 | -0.5 | 1 | 6
O=C(CN(Cc1ccco1)C(=O)c1cc(=O)[nH]c2ccccc12)Nc1ccccc1C(F)(F)F | -1 | 9 | -9 | -8 | 12 | 23 | -10 | -2.0 | 1 | 0
CN(Cc1cnccn1)Cc1nc(Cc2cccc(F)c2)no1 | -3 | 45 | -45 | 7 | -5 | 3 | -6 | 0.4 | -4 | -12
N#Cc1nc(COc2ccc(Cl)cc2)oc1N1CCCC1 | -1 | -2 | 2 | -3 | 0 | -3 | 4 | 1.1 | -2 | -2
Cc1ccc(NS(=O)(=O)c2cc3[nH]c(=O)c(=O)[nH]c3cc2C)c(C)c1 | 1 | 10 | -10 | -6 | x | 0 | -5 | 2.7 | -5 | 4
COc1ccccc1C(=O)COC(=O)CN1C(=O)C2CC=CCC2C1=O (centres undefined) | 1 | -6 | 6 | -30 | 0 | 2 | -14 | 1.3 | -1 | -19
O=C(CCNC(=O)c1ccc([N+](=O)[O-])cc1)Nc1cccc(S(=O)(=O)N2CCOCC2)c1 | 5 | -5 | 5 | 1 | 2 | 29 | -1 | -1.0 | 2 | -17
COc1cccc(NC(=O)CS(=O)(=O)Cc2nc(-c3ccc(C)cc3)oc2C)c1 | -6 | -30 | 30 | 3 | 5 | 21 | -1 | 0.7 | 4 | -3
COc1cc(-n2c(C)nc3cc(C(=O)NCc4ccco4)ccc32)cc(OC)c1OC | 0 | -17 | 17 | -5 | x | 6 | 3 | -2.5 | -1 | 0
COc1ccc(C(=O)NCc2csc(C(C)C)n2)cc1OC1CCN(C(C)=O)CC1 | 1 | -42 | 42 | -4 | 1 | 37 | 1 | 1.2 | -6 | -5
CC(C)n1cnc2c(oc3ccccc32)c1=O | -4 | 16 | -16 | -3 | -1 | -12 | -14 | 2.2 | 2 | -12
Cn1c(NC(=O)c2ccc(Cl)cc2Cl)cc(=O)n(C)c1=O | 3 | -18 | 18 | -7 | x | -2 | 1 | -0.1 | 0 | -8
C=CCOc1c(OC)cc(Cl)cc1C1NC(=O)NC(C)=C1C(C)=O (centres undefined) | 1 | -8 | 8 | -2 | 0 | -7 | -2 | 3.3 | -5 | -12
COc1cc(Cl)c(C)cc1Nc1ncccn1 | -6 | x | x | 14 | 1 | 5 | -3 | 1.0 | -8 | -8
CC(C)N1CCN(Cc2cc3ccccc3[nH]2)CC1CCO (centres undefined) | -2 | -5 | 5 | -12 | -1 | 3 | -3 | -0.1 | -3 | -10
Cc1c(C(=O)N(C)CCn2ccnc2C)oc2c(F)cccc12 | 0 | 8 | -8 | -1 | -2 | 47 | 0 | -0.3 | 0 | -1

Assay outcomes deposited in PubChem BioAssay by several laboratories.
